EPAC1 antagonist: qHTS for Antagonist of cAMP-regulated guanine nucleotide exchange factor 3 (EPAC1): primary screen; AID 720709, 2013; 360,000 tested, 0.14% active; Rap guanine nucleotide exchange factor 3 (Homo sapiens), O95398; EPAC1 GEF assay, Rap1b-BODIPY-GDP exchange fluorescence; Potency, µM (titrated, usually from 115 µM), for the others: at the highest dose activity change, negative = inhibition, most hits filed as inhibitors;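 note: potency is the fitted concentration of half-maximal effect; plate controls were vehicle for no effect and positive control for full effect; nearly all actives have a fitted effect of over 50% in size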
Target sequence (O95398 whole entry, looked up): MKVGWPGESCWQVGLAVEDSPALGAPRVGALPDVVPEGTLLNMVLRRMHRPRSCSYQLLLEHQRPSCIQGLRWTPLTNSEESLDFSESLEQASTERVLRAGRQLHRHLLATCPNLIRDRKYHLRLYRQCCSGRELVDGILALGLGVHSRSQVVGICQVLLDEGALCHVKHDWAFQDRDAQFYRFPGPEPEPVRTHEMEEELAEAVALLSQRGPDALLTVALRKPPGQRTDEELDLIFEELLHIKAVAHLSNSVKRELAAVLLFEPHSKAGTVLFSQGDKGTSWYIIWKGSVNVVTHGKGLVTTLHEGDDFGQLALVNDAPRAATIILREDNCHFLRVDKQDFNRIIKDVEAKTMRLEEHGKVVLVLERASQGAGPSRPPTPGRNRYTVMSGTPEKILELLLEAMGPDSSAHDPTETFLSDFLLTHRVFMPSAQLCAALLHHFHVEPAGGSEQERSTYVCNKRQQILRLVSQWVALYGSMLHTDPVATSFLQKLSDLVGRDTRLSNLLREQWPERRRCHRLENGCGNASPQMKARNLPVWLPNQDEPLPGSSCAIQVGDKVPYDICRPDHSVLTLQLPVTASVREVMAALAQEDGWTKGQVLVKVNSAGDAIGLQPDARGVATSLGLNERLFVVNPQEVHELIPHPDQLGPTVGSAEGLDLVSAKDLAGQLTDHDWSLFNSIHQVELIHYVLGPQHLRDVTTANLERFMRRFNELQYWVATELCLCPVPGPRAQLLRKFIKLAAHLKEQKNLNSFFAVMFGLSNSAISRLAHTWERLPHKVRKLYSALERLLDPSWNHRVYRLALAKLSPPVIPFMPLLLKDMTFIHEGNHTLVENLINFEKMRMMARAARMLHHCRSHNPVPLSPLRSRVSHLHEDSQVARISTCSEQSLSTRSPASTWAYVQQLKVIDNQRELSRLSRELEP
Abeta yeast res: qHTS for compounds that reverse cellular toxicity of Amyloid beta (A-beta) peptide in yeast: Primary Screen; yeast expressing A-beta42, growth rescue, OD600, 48 h; response scale: 0% DMSO, 100% iron-clioquinol control; Potency, µM (top dose mostly 46.1 µM), for inactives: top-dose growth rescue, usual class: activators; 410,000 tested, 0.063% active; AID 1347071, 2019; note: potency is the fitted concentration of half-maximal effect; nearly all actives have a fitted effect of over 55% in size
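Yeast growth medium received pinned compounds, then yeast cells expressing toxic A-beta were added; plates incubated at 30 C for 48 hr. Growth read as absorbance at 600 nm, normalized to DMSO and equimolar FeCl3 plus clioquinol controls.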
PLK1 PBD inh: qHTS for Inhibitors of PLK1-PDB (polo-like kinase 1 - polo-box domain): Primary Screen; Serine/threonine-protein kinase PLK1 (Homo sapiens), P53350; Plk1 PBD binding of FITC phosphopeptide, fluorescence polarization; Potency, µM, inactives show max response, negative = inhibition, actives largely listed as inhibitors; 360,000 tested, 2.8% active; AID 720504, 2013; note: potency is the fitted concentration of half-maximal effect; series mostly up to about 57 µM; % is set by controls: 0 for no effect and ±100 for the full control effect; nearly all actives have a fitted effect of over 65% in size
PI5P4Ka inh: qHTS for Inhibitors of phosphatidylinositol 5-phosphate 4-kinase (PI5P4K); Phosphatidylinositol 5-phosphate 4-kinase type-2 alpha (Homo sapiens), P48426; PI5P4Kalpha enzyme, ADP-Glo luminescence, 60 min; active compounds read low; max response, %; 330,000 tested, 1.2% active; active = max response of -50% or lower; inconclusive = between -30% and -50%; inactive = -30% or higher; note: value at the top dose of about 77 µM; % is set by controls: 0 for no effect and ±100 for the full control effect
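qHTS, 1536-well: enzyme/substrate mix, compound by pin tool, 5 microM ATP final; RT 60 min; ADP-Glo reagents 1 (45 min) then 2 (30 min); luminescence.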
EPAC1 ag: qHTS for Agonist of cAMP-regulated guanine nucleotide exchange factor 3 (EPAC1): primary screen. Rap guanine nucleotide exchange factor 3 (Homo sapiens), O95398. EPAC1 agonist qHTS, biochemical assay; response scale: 100% = response to 6.5 mM cAMP. Potency, µM (titrated, usually from 154 µM), without a hit: top-dose activation, actives largely listed as activators. 360,000 tested, 0.073% active; note: potency is the fitted concentration of half-maximal effect; nearly all actives have a fitted effect of over 60% in size
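EPAC1 100 nM, Rap1B–BODIPY-GDP 250 nM, unlabeled GDP 50 uM; compound titration; 5 min RT; kinetic read ex480/em540 at 5-min intervals ×30 min; data normalized to 6.5 mM cAMP agonist control.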
IL-2 act: qHTS of IL-2 Activators; IL-2 activation reporter assay, cell-based qHTS; stimulated with anti-CD3/CD4/CD28 beads; in transgenic mouse T cells; activation, % (series mostly up to about 46 µM); 360,000 tested, 0.065% active; in the data active = activation above about 50%; inconclusive = mostly about 30% to 49%; note: 0% is about no effect
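Unstimulated transgenic mouse T cells preincubated 60 min with compound, then stimulated with anti-CD3/anti-CD4-coated beads plus anti-CD28 for 18 h at 37 degrees C. IL-2 response read as EGFP and DsRed fluorescence by plate cytometry.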
FUS suppressor: qHTS for Suppressors of FUS Proteinopathy: Primary screen using FUS-linked yeast assay; S. cerevisiae FUS-expressing, growth rescue, OD600, 24 h; 390,000 tested, 0.24% active; Potency, µM (series often up to 76.6 µM), for inactives: at the top dose growth rescue (activation), actives largely listed as activators;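 note: potency is the fitted concentration of half-maximal effect; plate controls were DMSO vehicle for no effect and reference control for full effect; nearly all actives have a fitted effect of over 55% in size; some results filed as inactive show a strong effect at the top dose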
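Quantitative HTS measuring growth restoration of FUS-toxic yeast. Galactose-induced cells (OD 0.005) were exposed 24hr at 30C to compounds at several concentrations, then absorbance at 600 nm was recorded.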
aSyn rescue: qHTS of alpha-syn Inhibitors; Yeast expressing alpha-synuclein, growth rescue, BacTiter-Glo, 24 h; Potency, µM (doses to about 46.1 µM), inactives show top-dose growth rescue (activation), actives largely listed as activators; 370,000 tested, 0.14% active; AID 652106, 2013; note: potency is the fitted concentration of half-maximal effect; % of control where 0% means no effect; nearly all actives have a fitted effect of over 65% in size
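Galactose-induced alpha-syn yeast (OD600=0.02, raffinose-pregrown) + pinned cpd, 24 hr, 30 deg C; growth by BacTiter-Glo luminescence. Growth restoration scores as activation.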
WRN helicase inh: qHTS for Inhibitors of WRN Helicase | Bifunctional 3'-5' exonuclease/ATP-dependent helicase WRN (Homo sapiens), Q14191 | WRN helicase unwinding, fluorescent forked duplex, kinetic | Potency, µM (doses to about 114 µM), without a hit: top-dose activity change, negative = inhibition, actives largely listed as inhibitors | 360,000 tested, 0.46% active | AID 651768, 2012; note: potency is the fitted concentration of half-maximal effect; % is set by controls: 0 for no effect and ±100 for the full control effect; nearly all actives have a fitted effect of over 55% in size
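Screening of the MLSMR collection measured strand separation of a quenched forked DNA duplex (100 nM) by 20 nM WRN with 2 mM ATP, all final. Compounds were preincubated with enzyme 15 min at room temperature.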
An asterisk follows results filed as active; & = joins results of further samples; [ ] = remark or other dose. Unless noted, calls come from the whole dose curve; as a rule, active = well fitted curve in the direction sought with a large enough effect; inconclusive = small, poorly fitted or top-dose-only effect, or another doubt; inactive = no such curve, though single readings can be large; an effect the other way counts as inactive or inconclusive.

For Cc1cc(=O)c(C(=O)O)nn1-c1cccc(C(F)(F)F)c1 the results were EPAC1 antagonist -15%, Abeta yeast res 6%, PLK1 PBD inh 2%, PI5P4Ka inh 8, EPAC1 ag 8%, IL-2 act -2.8, FUS suppressor -16%, aSyn rescue -2% and WRN helicase inh -4%.
Screening Cc1nn(S(=O)(=O)c2ccc(Cl)cc2)c(C)c1S(=O)(=O)N1CCOCC1 returned EPAC1 antagonist 18%, Abeta yeast res 3%, PLK1 PBD inh -18%, PI5P4Ka inh -13, EPAC1 ag 11%, IL-2 act -1.6, FUS suppressor 16%, aSyn rescue -4% and WRN helicase inh -2%[57.1 µM].
Screening CC1CCN(C(=O)CSc2nc(C(C)C)nc3c2c(=O)n(C)c(=O)n3C)CC1 returned EPAC1 antagonist 21%, Abeta yeast res -30%, PLK1 PBD inh -3%, PI5P4Ka inh -1, EPAC1 ag -11%, IL-2 act -4.4, FUS suppressor 10%, aSyn rescue 1% and WRN helicase inh 6%.
For N#C/C(C(=S)Nc1ccccc1)=C1/NN=C(N2CCOCC2)N1c1ccccc1 the results were EPAC1 antagonist -26%, Abeta yeast res inconclusive, PLK1 PBD inh -12%, PI5P4Ka inh 0, EPAC1 ag -2%, IL-2 act -4.1, FUS suppressor 20%, aSyn rescue 4% and WRN helicase inh -8%.
`CCCCOC(=O)N1CCOCCOCCOCCOCC1` gave EPAC1 antagonist 6%, Abeta yeast res -2%, PLK1 PBD inh 2%, PI5P4Ka inh 1, EPAC1 ag -5%, IL-2 act -2.9, FUS suppressor -10%, aSyn rescue 0% and WRN helicase inh 1%.
Screening Cc1onc(-c2c(F)cccc2Cl)c1C(=O)OCC(=O)NC1CC1 returned EPAC1 antagonist 2%, Abeta yeast res -4%, PLK1 PBD inh -6%, PI5P4Ka inh 0, EPAC1 ag -16%, IL-2 act -2.6, FUS suppressor -24%, aSyn rescue -2% and WRN helicase inh 7%.
CC(C)C(=O)N1CCc2cc(-c3csc(N)n3)ccc21 was read as EPAC1 antagonist 6%, Abeta yeast res -6%, PLK1 PBD inh 24µM*, EPAC1 ag -4%, IL-2 act -0.5, FUS suppressor inconclusive, aSyn rescue -22% and WRN helicase inh 2%.
`N/C(=N\OC(=O)c1cccnc1)c1ccc(Cl)cc1Cl` gave EPAC1 antagonist -9%, Abeta yeast res -6%, PLK1 PBD inh -18%, PI5P4Ka inh 2, EPAC1 ag -1%, IL-2 act -1.2, FUS suppressor -3%, aSyn rescue -2% and WRN helicase inh 4%.
For Cc1ccc(NC(=O)COc2ccc(/C(N)=N/O)cc2)cc1C the results were EPAC1 antagonist -20%, Abeta yeast res 0%, PLK1 PBD inh -8%, PI5P4Ka inh inconclusive, EPAC1 ag 2%, IL-2 act -4.4, aSyn rescue -4% and WRN helicase inh 10%.
Screening CC(=O)c1sc2nsc(SCCN3CCOCC3)c2c1N returned EPAC1 antagonist -16%, Abeta yeast res -9%, PLK1 PBD inh 30µM*, PI5P4Ka inh -12, EPAC1 ag 12%, IL-2 act -2.2, FUS suppressor 13%, aSyn rescue -1% and WRN helicase inh -5%.
`Cc1[nH]n(-c2ccccc2)c(=O)c1C(C[N+](=O)[O-])c1ccc(Cl)cc1` (stereo not given) gave EPAC1 antagonist -4%, Abeta yeast res -14%, PLK1 PBD inh 12µM*, PI5P4Ka inh -3, EPAC1 ag 7%, IL-2 act -4.7, FUS suppressor inconclusive, aSyn rescue -3% and WRN helicase inh -35%.
For O=C(NCCc1ccccc1)c1ccc(S(=O)(=O)N2CCCC2)cc1 the results were EPAC1 antagonist 10%, Abeta yeast res -14%, PLK1 PBD inh 3%, PI5P4Ka inh 10, EPAC1 ag -10%, IL-2 act 0.5, aSyn rescue 7% and WRN helicase inh 2%.
Screening Cc1ccccc1-n1ncc(C(C)NS(=O)(=O)c2sccc2C)c1C (stereo not given) returned EPAC1 antagonist -10%, Abeta yeast res 2%, PLK1 PBD inh -8%, PI5P4Ka inh 13, EPAC1 ag -4%, IL-2 act -5.1, aSyn rescue 7% and WRN helicase inh -27%.
For Cn1nc(C(=O)Nc2nc(-c3ccccn3)cs2)c2ccccc2c1=O the results were EPAC1 antagonist 0%, Abeta yeast res 13%, PLK1 PBD inh 13µM*, PI5P4Ka inh -28, EPAC1 ag 1%, IL-2 act -3.9, FUS suppressor 4%, aSyn rescue -1% and WRN helicase inh -3%.
For CC(C(=O)N1CCc2ccccc2C1)N(c1ccccc1)S(C)(=O)=O (stereo not given) the results were EPAC1 antagonist -10%, Abeta yeast res 4%, PLK1 PBD inh -5%, PI5P4Ka inh 0, EPAC1 ag -3%, IL-2 act -2.5, FUS suppressor -2%, aSyn rescue 0% and WRN helicase inh 16%.
CCc1c(C)c(C#N)c2nc3ccccc3n2c1NCC1CCCO1 (stereo not given) was read as EPAC1 antagonist -16%, Abeta yeast res 16%, PLK1 PBD inh -6%, PI5P4Ka inh 2, EPAC1 ag 15%, IL-2 act -1.9, FUS suppressor 15%, aSyn rescue 0% and WRN helicase inh -1%.
`Cc1ccc(C2(C)CC(C)(C)N(C(=O)CSc3nnc(C)s3)c3ccccc32)cc1` (stereo not given) gave EPAC1 antagonist -22%, Abeta yeast res 12%, PLK1 PBD inh -4%, PI5P4Ka inh 16, EPAC1 ag 15%, IL-2 act -3.7, FUS suppressor 30%, aSyn rescue 0% and WRN helicase inh -6%.
For O=C(NCCS(=O)(=O)c1ccc(Br)cc1)c1ccc(Cl)cc1 the results were EPAC1 antagonist inconclusive, Abeta yeast res -36%[inhibitor], PLK1 PBD inh -12%, PI5P4Ka inh -8, EPAC1 ag -3%, IL-2 act -1.8, FUS suppressor 13%, aSyn rescue -2% and WRN helicase inh 1%.
Cc1ccc(Nc2n[nH]c(=S)s2)cc1 was read as EPAC1 antagonist 5%, Abeta yeast res -34%[inhibitor], PLK1 PBD inh 24µM*, PI5P4Ka inh -68*, EPAC1 ag 7%, IL-2 act -2.1, FUS suppressor -22%, aSyn rescue -3% and WRN helicase inh 3%.
For CCOC(=O)c1ccccc1NC(=O)C1CCCO1 (stereo not given) the results were EPAC1 antagonist 2%, Abeta yeast res -5%, PLK1 PBD inh -12%, PI5P4Ka inh 4, EPAC1 ag 1%, IL-2 act 0.4, FUS suppressor -6%, aSyn rescue -3% and WRN helicase inh -2%.
For CC(=O)c1cccc(NC(=O)CN2C(=O)NC(C)(C)C2=O)c1 the results were EPAC1 antagonist -6%, Abeta yeast res 5%, PLK1 PBD inh -1%, PI5P4Ka inh 1, EPAC1 ag -6%, IL-2 act 0.7, FUS suppressor 0%, aSyn rescue -8% and WRN helicase inh -11%.
Screening COc1ccc(NC(=O)C(C)N2C(=O)c3ccccc3C2=O)c(OC)c1 (stereo not given) returned EPAC1 antagonist 10%, Abeta yeast res -10%, PLK1 PBD inh -6%, PI5P4Ka inh -1, EPAC1 ag 13%, IL-2 act 0.7, FUS suppressor -15%, aSyn rescue -10% and WRN helicase inh 5%.
Screening CCC(CC)C(=O)NCc1ccccc1Cl returned EPAC1 antagonist -5%, Abeta yeast res 5%, PLK1 PBD inh -7%, PI5P4Ka inh 0, EPAC1 ag 0%, IL-2 act 0.3, FUS suppressor 18%, aSyn rescue -10% and WRN helicase inh -6%.
`N#Cc1cccc(NC(=O)COC(=O)CCc2ccc(S(=O)(=O)N3CCOCC3)cc2)c1` gave EPAC1 antagonist -1%, Abeta yeast res -7%, PLK1 PBD inh -4%, PI5P4Ka inh 1, EPAC1 ag 6%, IL-2 act -3.6, aSyn rescue 0% and WRN helicase inh -25%.
O=C(N/N=C/c1ccc(O)cc1)c1ccc(NC(=O)c2ccccc2Br)cc1 was read as EPAC1 antagonist -4%, Abeta yeast res -6%, PLK1 PBD inh -6%, PI5P4Ka inh -27, EPAC1 ag 10%, IL-2 act -0.5, FUS suppressor 4%, aSyn rescue 1% and WRN helicase inh -28%.
Screening Cc1ccc(C(=O)Nc2nnc(S(=O)(=O)N3CCOCC3)s2)cc1 returned EPAC1 antagonist inconclusive, Abeta yeast res -5%&-15%, PLK1 PBD inh -1%, PI5P4Ka inh inconclusive, EPAC1 ag -3%, IL-2 act -3.1, FUS suppressor -16%&-24%, aSyn rescue -3% and WRN helicase inh 7%.
Screening COc1ccc(NC(=O)CN(C)S(=O)(=O)c2cnc[nH]2)cc1 returned EPAC1 antagonist 2%, Abeta yeast res 9%&1%, PLK1 PBD inh -12%, PI5P4Ka inh 0, EPAC1 ag -3%, IL-2 act -2.1, FUS suppressor 7%&-4%, aSyn rescue -10% and WRN helicase inh 13%.
For CN(C)c1ccc(CNC(=O)c2cc(S(=O)(=O)N3CCOCC3)cn2C)cc1 the results were EPAC1 antagonist 2%, Abeta yeast res 5%, PLK1 PBD inh -4%, PI5P4Ka inh 7, EPAC1 ag 10%, IL-2 act -3.7, FUS suppressor -25%, aSyn rescue 2% and WRN helicase inh -3%.

Source: PubChem BioAssay
